# From PubChem
# TbREL1 inh – TbREL1 inhibition, primary screen; actives 0.49% (n = 89,000); inhibition, % at 9.66 µM; TbREL1 RNA ligation, FRET fluorescence;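 active means inhibition above the mean inhibition across all screened compounds plus 3 SD, cut at about 11% in these data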;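 further: 0% = plate median of test wells and 100% = NSC42067 control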
# Target sequence (P86926 whole entry, looked up): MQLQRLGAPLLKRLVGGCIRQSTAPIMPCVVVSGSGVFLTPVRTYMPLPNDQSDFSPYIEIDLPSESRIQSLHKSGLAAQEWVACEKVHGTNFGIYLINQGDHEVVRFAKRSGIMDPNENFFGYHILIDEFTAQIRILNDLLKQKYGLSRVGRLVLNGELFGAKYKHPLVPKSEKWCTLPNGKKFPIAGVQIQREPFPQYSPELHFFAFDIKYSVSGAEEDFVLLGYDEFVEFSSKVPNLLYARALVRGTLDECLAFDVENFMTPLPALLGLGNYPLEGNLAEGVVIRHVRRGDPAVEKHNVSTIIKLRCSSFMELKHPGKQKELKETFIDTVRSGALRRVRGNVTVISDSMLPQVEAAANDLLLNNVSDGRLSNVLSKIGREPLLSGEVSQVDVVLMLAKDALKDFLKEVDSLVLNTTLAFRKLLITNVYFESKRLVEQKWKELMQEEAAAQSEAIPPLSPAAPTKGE
# * marks the source's active call; other numbers are inactive results.
SMILES,TbREL1 inh
COc1cc(/C=N/NC(=O)CC2(C)OCCCO2)ccc1OCc1ccccc1,-4
COc1ccc(/C(=N/Nc2ncnc3ccccc23)C(=O)O)cc1,2
CCOC(=O)c1c(NC(=S)Nc2cccnc2)sc(C)c1C,-7
CCCOc1ccc(C(=O)NNC(=S)NC(C)=O)cc1,-6
CCCC1Cc2c(sc3nc(SC)nc(N)c23)CO1 (stereo unspecified),1
Cc1ccc(C2=[N+]([O-])C(C)N(O)C2(C)C)o1 (stereo unspecified),-3
Cc1cc(S(=O)(=O)N2c3ccc(F)cc3CCC2C)ccc1-n1cnnn1 (stereo unspecified),-3
O=C(Nc1ccc(C(O)(C(F)(F)F)C(F)(F)F)cc1)c1ccc(F)cc1Cl,6
CC(=O)Nc1ccc(S(=O)(=O)N(C)c2ccc(OCC(=O)OCC(=O)N3CCCCC3)cc2)cc1,-3
CCCCCOc1ccc(C(=O)Nc2ccc(S(=O)(=O)Nc3cc(C)on3)cc2)cc1,-2
CCCNC(=O)c1ccc(N2CCC3(CC2)CC(c2ccccc2)=NO3)c(NC(=O)c2cccc(OC)c2)c1,0
CC1(C)CC(=O)C(C=NCCc2ccc(S(N)(=O)=O)cc2)=C(O)C1,-2
CC1S/C(=C(\C#N)C(N)=O)N(c2ccc(F)cc2)C1=O (stereo unspecified),-1
COc1ccc(NS(=O)(=O)c2cc(NC(=O)c3ccccc3)ccc2N2CCOCC2)cc1,-3
COc1ccc(CN2CCN(C3CCC3)CC2CCO)cc1C (stereo unspecified),0
COc1ccc(-n2nnc3c(SCc4ccccc4)ncnc32)cc1,2
NC1=NC(c2ccc(Cl)cc2)n2c(nc3ccccc32)N1 (stereo unspecified),2
Cc1cccc(NC(=O)Nc2cnccn2)c1C,3
O=C(CNS(=O)(=O)c1ccc(Cl)c(C(F)(F)F)c1)NC1CCCCCC1,-1
O=C(OCC(=O)N1CCCC1)c1cccc(Br)c1,-2
CCOC(=O)c1[nH]c(C)c(C(=O)OCCOc2cccc(C)c2)c1C,1
CCOC(=O)N[C@@H](Cc1cccnc1)C(=O)N1CCC[C@H]1C(=O)NC1CCCC1,4
CN(Cc1cccc(C(F)(F)F)c1)C(=O)[C@H]1O[C@@H](n2ccc(N)nc2=O)[C@H](O)[C@@H]1O,2
Cc1noc(C)c1COc1cccc(C(=O)N2CCc3ccccc32)c1,-2
C#CCOCCOCCOCCNc1nc(N2CCN(C(=O)[C@H](CCCCN)n3cc([C@@H](N)CO)nn3)CC2)nc(N2CCN(C(=O)[C@H](Cc3ccc(O)cc3)n3cc([C@@H](N)CC(C)C)nn3)CC2)n1,9
O=C(NCC(F)(F)F)Nc1ccccn1,5
COC(=O)Cn1cnc2c(NC(=O)c3ccccc3)ncnc21,4
CCCC1=[N+](CC(=O)c2ccc(C)cc2)CCn2cccc21,-1
COC(=O)C1ON2OC(C(=O)OC)C(C(=O)OC)C2C1CC(C)=O (stereo unspecified),3
O=C(CCc1nnc(CCCCc2ccccc2)o1)N1CCCC(O)C1 (stereo unspecified),0
CCCNc1c(N)c(=O)c1=O,3
COc1ccc(CCC(=O)NNC(=S)NCc2ccc(F)cc2)cc1,-2
O=C(C[C@H]1C[C@H](C(=O)N2CCCCC2)[C@@]2(CCc3ccccc3)c3[nH]c4ccc(Cl)cc4c3CCN2C1=O)NCCCn1ccnc1,2
CC1(C)CC(=O)C=C(c2ccc(Oc3ccccc3)cc2)C1,6
Cc1ccc(S(=O)(=O)NC2CCSC2=O)cc1C (stereo unspecified),-1
COc1ccc(C(=O)N2CCN(c3ccccc3Cl)CC2)cc1S(=O)(=O)NC1CC1,1
C/C(=N\NC(=O)c1ccc([N+](=O)[O-])cc1)c1c(O)cc(C)oc1=O,0
CCOC(=O)N1CCC(NCCNC(=O)c2ccc(F)c(F)c2)CC1,8
N/C(=N\OC(=O)c1ccc([N+](=O)[O-])cc1)c1ccccn1,-3
Cc1ccc(/C=C/C(=O)O)cc1S(=O)(=O)NCCCC(=O)O,-2
CCC(C)(C)NC(=O)C(c1ccccn1)N(C(=O)c1csnn1)c1ccc(C)cc1 (stereo unspecified),-1
O=C(Nc1cccc2nsnc12)c1ccc(-c2ccc(Br)cc2)o1,6
Cc1[nH]c(=S)c(C#N)c2c1CCCC2,-3
CCc1noc(C)c1C(=O)OC(C)C(=O)Nc1ccccc1OC (stereo unspecified),-1
CN(CCC#N)C(=O)CC(Cc1ccccc1)C1CCOC(C)(C)C1 (stereo unspecified),-4
CCS(=O)(=O)c1ccc2oc(=O)c(/C=C(\O)c3ccc(Cl)cc3)nc2c1,-3
CC1=C(C(=O)N(C(C)C)C(C)C)CC(CC(=O)NC(c2ccccc2)c2ccccc2)C(=O)N1CCCN1CCCC1=O (stereo unspecified),-1
Cc1ccc(C(=O)C2CCN(CC(=O)N3CC(C)CC(C)C3)CC2)cc1 (stereo unspecified),-2
CCN(CC)CCn1c(=S)[nH]c2cc(Cl)ccc2c1=O,-3
O=c1[nH]c(-[n+]2ccccc2)c(/C=N/NC([S-])=Nc2ccccc2)s1,4
O=C(CCc1nc2sc3c(c2c(=O)[nH]1)CCCC3)NCCc1ccccc1,-4
Cc1ccc(C(=O)c2oc3ccccc3c2NC(=O)c2cc(-c3cc(C)ccc3O)n[nH]2)cc1,5
O=C(Nc1cccc(Cl)c1)c1nc[nH]c1C(=O)NCCCNC(=O)c1[nH]cnc1C(=O)Nc1cccc(Cl)c1,-1
CC[C@@H]1C=C(C(=O)O)[C@H](c2ccc(Cl)cc2)N1S(=O)(=O)c1ccc(C)cc1,1
Cn1c(NC(=O)CCc2ccccc2)cc(=O)n(C)c1=O,5
CCOc1ncccc1C(=O)OCC(=O)Nc1c(C)cccc1C,3
Cn1c(=O)oc2cc(S(=O)(=O)N3CCN(C(=O)C4CCCO4)CC3)ccc21 (stereo unspecified),-1
CCCN(CC(=O)Nc1ccccc1C)C(=O)COc1ccc2c(c1)CCC2,1
COc1ccc(S(=O)(=O)N2CCSC2c2ccccc2)cc1 (stereo unspecified),2
CC1(C)[C@@H](O)CC[C@]2(C)C3C(O)C=C4[C@H]5C[C@@](C)(CO)CC[C@]5(C)CC[C@]4(C)[C@]3(C)CC[C@@H]12 (stereo partly specified),-1

# (more compounds)
SMILES,TbREL1 inh
COc1ccc(Cl)cc1C(=O)OCC(=O)N(CC(C)C)c1c(N)n(Cc2ccccc2)c(=O)[nH]c1=O,-1
COC(=O)c1cc(NC(=O)CN2CCN(C(C)=O)CC2)cc(C(=O)OC)c1,3
CN1CCN(c2nc3c(c(=O)n(C)c(=O)n3C)n2Cc2cccc(Br)c2)CC1,1
Cc1c(NS(=O)(=O)c2ccc3[nH]c(=O)[nH]c3c2)c(=O)n(-c2ccccc2)n1C,0
COc1cccc(C(C(=O)NC2CCCC2)N(CCC(C)C)C(=O)CCC(=O)Nc2cc(C)on2)c1 (stereo unspecified),-1
CCCC(=O)Nc1ccc(C(=O)NCC(=O)OCC)cc1,3
CC(=O)c1cccc(NC(=O)C23CC4CC(C2)CC(n2cncn2)(C4)C3)c1,3
CCOc1ccc(-n2c(SCc3cccc4ccccc34)nnc2-c2ccc(C)cc2)cc1,3
CCS(=O)(=O)N1CCN(c2ccc(C(=O)N3CCOCC3)cc2[N+](=O)[O-])CC1,-1
CN1/C(=C/C2CC(=O)NC2=O)C(C)(C)c2ccccc21 (stereo unspecified),0
CC1(C)Cc2c(cnn2-c2ccc(F)cc2)C(NC(=O)CCn2cncn2)C1 (stereo unspecified),5
CCn1c(=S)sc2c(=O)n(CC(=O)Nc3ccc(OC)cc3)c(C)nc21,-1
CCOCCCNC(=O)C(Cc1ccccc1)NS(=O)(=O)c1ccc2c(c1)c(=O)n(C)c(=O)n2C (stereo unspecified),0
COc1ccc2c(c1)c1c(n2C)[C@@H]2CC=C(CO)[C@@H](C1)N2C,-1
COc1cc(C(=O)Nc2ccc(C)cc2)c(-n2cnnn2)cc1OC,5
COc1ccc(NC(C)=O)cc1S(=O)(=O)NC(Cc1ccccc1)C(=O)O (stereo unspecified),2
COc1ccc(OC)c(CN2C(=O)c3ccccc3C2c2nnnn2C2CCCC2)c1 (stereo unspecified),5
COc1cc(C(=O)OCC(C)=O)cc(NC(=O)c2ccco2)c1OC,4
CCOc1ccc(NC(=O)Nc2ccc3c(c2)CCC3)cc1,2
CC(=O)Nc1ncc(Sc2ccc([N+](=O)[O-])cc2)s1,5
COc1cc(NC(=O)c2cc3c(Cl)nc4ccccc4c3s2)cc(OC)c1OC,0
CCCCCCCCCCCC(=O)NC(C(=O)OCC)C(O)c1cccc([N+](=O)[O-])c1 (stereo unspecified),0
CCOC(=O)c1c(NC(=O)c2ccccc2Br)sc2c1CCc1ccccc1-2,1
CCN1CCN(C(=O)C2=C(C(=O)O)CCCC2)CC1,1
NC(=S)N/N=C\c1c2ccccc2cc2ccccc12,6
Cc1ccc(Nc2nc(C)cc(C)n2)c(Br)c1,4
Cc1ccc(CNC(=O)CCS(=O)(=O)c2ccc(Br)s2)o1,1
O=c1cc(CN2CCN(c3cccc(Cl)c3)CC2)c2cc3c(cc2o1)CCCC3,2
CCOC(=O)C1CCN(c2ccc(C(=O)O)cc2[N+](=O)[O-])CC1,-1
COc1ccc2cc(C(C)=O)c(=O)oc2c1,-1
O=C(Nc1ccc2oc(-c3ccccc3Cl)nc2c1)c1cncc(Br)c1,0
COc1cc(OC)c2c(-c3ccccc3)cc(=O)oc2c1C(CC(=O)N1CCN(c2ccccc2)CC1)c1ccc(N(C)C)cc1 (stereo unspecified),-5
COc1cccc(-c2cccc(NC(=O)C3CCN(Cc4ccc(CO)o4)CC3)c2)c1,-3
CC1(C)CC(=O)C(N=Nc2cccc(S(=O)(=O)N3CCOCC3)c2)=C(O)C1,-2
O=C(CN(CC1CCCO1)C(=O)CNS(=O)(=O)c1ccccc1)NCc1ccc(F)cc1 (stereo unspecified),3
COc1ccc2oc(=O)c(C(=O)N3CCCC3)cc2c1,2
NC(=S)N/N=C/c1c[nH]c2ccccc12,1
CCNC(=O)COC(=O)C1CCC(=O)N(c2ccc(OC)cc2)C1c1ccc(OC)cc1 (stereo unspecified),-3
O=C(COC(=O)c1ccc2c(c1)OCCO2)NC1CCCCC1,2
C[C@H](NC(=O)c1nc[nH]c1C(=O)NCC(=O)OCc1ccccc1)C(=O)OC(C)(C)C,0

# Part of the list above in order of length of the SMILES, highest first.
SMILES,TbREL1 inh
CC1(C)CC(=O)C(N=Nc2cccc(S(=O)(=O)N3CCOCC3)c2)=C(O)C1,-2
COC(=O)C1ON2OC(C(=O)OC)C(C(=O)OC)C2C1CC(C)=O (stereo unspecified),3
Cc1ccc(/C=C/C(=O)O)cc1S(=O)(=O)NCCCC(=O)O,-2

# Next section:
SMILES,TbREL1 inh
COc1ccc(OC)c(S(=O)(=O)N2CCCCC2C(=O)N2CCN(CCO)CC2)c1 (stereo unspecified),-4
Cc1cc(C)c(C(=O)C(C)OC(=O)c2ccc(Cl)nc2)cc1C (stereo unspecified),0
O=C(c1cc(C(=O)NCCc2ccccc2)c(=O)n(CCc2ccccc2)c1)c1cc(Cl)ccc1O,4
Cn1c(=O)cc(OCCCC(=O)Nc2cc(C(F)(F)F)ccn2)c2ccccc21,2
O=C(CC1(C(=O)O)CCCC1)N1CCOCC1,-1
CN1C(=O)[C@H]2[C@@H](C3CC3)N3C(=O)CN(CCO)C(=O)[C@@]3(Cc3ccccc3)[C@H]2C1=O,2
Cc1oc(-c2ccccc2F)nc1CS(=O)CC(=O)NC1CC1 (stereo unspecified),-1
COc1ccc(Oc2ccc(S(=O)(=O)N3CCCCC3)cc2S(=O)(=O)N2CCCCC2)cc1,1
CC(C)OCC(O)CSc1ccccn1 (stereo unspecified),0
COc1ccccc1Cc1c(-c2ccc(C)cc2)nc2ccc(Cl)cn12,0
Cc1ccc(S(=O)(=O)CC(O)COc2ccc(C#N)cc2)cc1 (stereo unspecified),-3
O=S(=O)(Nc1ccc(-c2nc3ccccc3o2)cc1)c1ccccc1,3
O=C(Nc1ccc(C(O)(C(F)(F)F)C(F)(F)F)cc1)c1c(F)cccc1F,1
CCc1cccc(C)c1NC(=O)C1CCCN1C(=O)NCc1ccccc1 (stereo unspecified),-4
CC(C)CC(C(=O)N1CCc2ccccc2C1)N1C(=O)c2ccccc2C1=O (stereo unspecified),-4
CC1CCN(C(=O)COc2ccc(S(=O)(=O)N3CCCC3)cc2)CC1,-2
O=C(Nc1ccccn1)c1cc(-c2ccc(Cl)s2)nc2ccccc12,3
O=C(CCN1CCOCC1)c1ccc(Br)cc1,4
Cn1c(=O)c2nc3ccccc3nc2n(C)c1=O,3
CC(Sc1ncnc2ccccc12)C(=O)Nc1ccc2c(c1)OCCO2 (stereo unspecified),-1

# Molecules listed so far with fluorine:
SMILES,TbREL1 inh
Cc1cc(S(=O)(=O)N2c3ccc(F)cc3CCC2C)ccc1-n1cnnn1 (stereo unspecified),-3
O=C(Nc1ccc(C(O)(C(F)(F)F)C(F)(F)F)cc1)c1ccc(F)cc1Cl,6
CC1S/C(=C(\C#N)C(N)=O)N(c2ccc(F)cc2)C1=O (stereo unspecified),-1
O=C(CNS(=O)(=O)c1ccc(Cl)c(C(F)(F)F)c1)NC1CCCCCC1,-1
CN(Cc1cccc(C(F)(F)F)c1)C(=O)[C@H]1O[C@@H](n2ccc(N)nc2=O)[C@H](O)[C@@H]1O,2
O=C(NCC(F)(F)F)Nc1ccccn1,5
COc1ccc(CCC(=O)NNC(=S)NCc2ccc(F)cc2)cc1,-2
CCOC(=O)N1CCC(NCCNC(=O)c2ccc(F)c(F)c2)CC1,8
CC1(C)Cc2c(cnn2-c2ccc(F)cc2)C(NC(=O)CCn2cncn2)C1 (stereo unspecified),5
O=C(CN(CC1CCCO1)C(=O)CNS(=O)(=O)c1ccccc1)NCc1ccc(F)cc1 (stereo unspecified),3
Cn1c(=O)cc(OCCCC(=O)Nc2cc(C(F)(F)F)ccn2)c2ccccc21,2
Cc1oc(-c2ccccc2F)nc1CS(=O)CC(=O)NC1CC1 (stereo unspecified),-1
O=C(Nc1ccc(C(O)(C(F)(F)F)C(F)(F)F)cc1)c1c(F)cccc1F,1

# This is a subset, so the mix of outcomes need not match the whole.
